# mcGAS MS inh: inhibitors of Mus musculus cyclic GMP-AMP synthase, initial high-throughput assay, cell-free, RapidFire MS; hit rate 0.18% among 130,000; recombinant mouse cGAS, cGAMP by RapidFire MS; inhibition, % at 12.5 µM; Q8C6L5; AID 1259397, 2018;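 active = inhibition of cGAS enzyme activity at or above 60%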;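 note: enzyme stimulated by 45 bp dsDNA with ATP and GTP substrates; cGAMP share of summed cGAMP plus half ATP and half GTP signals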
# Target sequence (Q8C6L5 whole entry, looked up): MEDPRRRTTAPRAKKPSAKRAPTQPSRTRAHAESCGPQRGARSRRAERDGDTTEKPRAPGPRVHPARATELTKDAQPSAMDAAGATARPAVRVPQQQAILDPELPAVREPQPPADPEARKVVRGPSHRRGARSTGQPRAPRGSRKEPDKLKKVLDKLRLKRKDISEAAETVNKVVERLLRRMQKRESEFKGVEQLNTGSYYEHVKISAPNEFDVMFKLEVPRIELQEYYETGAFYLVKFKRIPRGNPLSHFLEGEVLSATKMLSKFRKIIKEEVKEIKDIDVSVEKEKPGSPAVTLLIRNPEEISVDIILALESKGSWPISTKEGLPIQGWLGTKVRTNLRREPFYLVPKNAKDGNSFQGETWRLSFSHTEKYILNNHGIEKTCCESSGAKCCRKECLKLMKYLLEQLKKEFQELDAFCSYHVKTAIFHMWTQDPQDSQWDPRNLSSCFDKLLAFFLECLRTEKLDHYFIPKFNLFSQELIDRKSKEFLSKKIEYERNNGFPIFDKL
# * = called active by the depositor; & = joins results of further samples. A portion of the library. The share of hits here may be higher or lower than overall.
SMILES | mcGAS MS inh
CC(C)COC(=O)C1C2C=CC3(CN(CC(C)C)C(=O)C13)O2 (centres undefined) | -4
CCOC(=O)N1CCN(C2CCCN(C(=O)CCc3nc(-c4ccccc4)no3)C2)CC1 (centres undefined) | -9
NC(=O)C1CCCN(Cc2ccccc2C(F)(F)F)C1 (centres undefined) | -9
Cc1cc(Nc2ccccc2O)ncn1 | -22
Cc1ccc(/C=C/C2=NC(=C\c3ccc(Cl)cc3)/C(=O)O2)cc1 | -8
CCc1cn[nH]c1C1CCN(Cc2ccc(-n3cccn3)cc2C)CC1 | -24
COCOc1cccc(CN2CCC2(C)C(=O)NCCNC(C)=O)c1 (centres undefined) | -4
O=C(NS(=O)(=O)Cc1ccc(Br)cc1)c1ccco1 | -5
O=C(NCc1ccccc1CN1CCCC1=O)C1CCCC1 | -5
Cc1sc(N=Cc2ccccc2O)c(C#N)c1C | 3
O=C(O)C1Cc2ccccc2CN1C(=O)COc1ccc(Cl)cc1 (centres undefined) | 4
Cc1cc(C(=O)N(Cc2ccccc2)CC(F)F)c(C)o1 | -1
COc1cc(C(=O)Nc2nc(-c3ccc4c(c3)OCCO4)cs2)cc(Cl)c1OCC(N)=O | -9
Cc1oc(-c2cc3c(cc2Cl)OCO3)nc1CN1CCCCC1c1nccs1 (centres undefined) | -6&-1
CCN1CCN(C(c2cccs2)c2c(O)cc(C)n(CC)c2=O)CC1 (centres undefined) | -2
COc1cccc(CCC2CCCN(C(=O)CSC)C2)c1 (centres undefined) | -3
CCN(CC)CCn1c(=N)n(CC(=O)C23CC4CC(CC(C4)C2)C3)c2ccccc21 | 2
Cc1ccc(CNC(=O)c2ccc3c(c2)CCCN3S(C)(=O)=O)cc1 | -9
c1ccc(-c2csc3ncn4nnnc4c23)cc1 | -13
Cc1cc(C)n(CCc2c(-c3ccccc3)ncn2C(C)Cn2cccn2)n1 (centres undefined) | -14
O=C(/C=C/c1c(F)cccc1F)NCCC(=O)Nc1ccncc1 | -44
N#CC(c1cnn(-c2ccccc2)c1)N1CCN(C(=O)CCl)CC1 (centres undefined) | -4
OCCn1c(-c2ccccc2CO)nc2ccccc21 | 0
COC(=O)C1CSCC(c2ccccc2)N1CC(=O)NC(C)C (centres undefined) | -7
O=C(Cc1c[nH]c2ccccc12)N(CCO)Cc1cccs1 | -34
CCc1c(O)n2c(nc3ccccc32)[nH]c1=O | 6
Cc1cccc(S(=O)(=O)N2CCN(C(=O)c3ccco3)CC2)c1 | -2
Cc1ccc(-c2cn(S(=O)(=O)c3ccc(F)cc3)nc2N)cc1 | 2
CCCCn1c(O)c(C#N)c(C)cc1=O | -26
Cc1ccc2occ(CN3CC[C@@H](N4CCCCCC4)[C@H](O)C3)c(=O)c2c1 | -5
CNc1ncnc2c1ncn2[C@@H]1O[C@H](CO)[C@@H](O)[C@H]1O | 2
CCC(CC)c1cc(CNc2ncnc3[nH]ncc23)on1 | -22
CCCC(=O)N1N=C(c2ccc(NS(C)(=O)=O)cc2)CC1c1ccco1 (centres undefined) | -11
COc1ccc(-c2nn(-c3ccc(C)cc3C)c(OC(C)=O)c2-c2ccc(N)cc2)c(OC)c1 | -3
CCCc1nc(C)c(CNC(=O)c2cn(-c3ccccc3)nn2)s1 | -7
O=C1CCC(C(=O)N2CCN(C3CCCCC3)C(=O)C2)CN1Cc1ccccn1 (centres undefined) | -13&0
CCNc1ccc(C(O)(C(=O)OC)C(F)(F)F)cc1 (centres undefined) | 8
Cc1csc2nc(Cn3c(C(F)(F)F)ccc(C(N)=O)c3=O)cc(=O)n12 | -8
Cc1csc(=O)n1CCC(=O)OC(C)C(N)=O (centres undefined) | -3
COCCn1c(C)c(C)n2c3c(=O)n(CC(=O)OC)c(=O)n(C)c3nc12 | -7
CC1(C)NC(=O)N(CCOc2ccc([N+](=O)[O-])cc2)C1=O | -2
O=C(NC1=NCCS1)C1CCN(C(=O)c2ccc(F)cc2F)CC1 | -13
COc1cc(OC)cc(-c2nc(-c3nonc3N)no2)c1 | 0
COc1ccc(C(C)=O)cc1CN1C(=O)C(C)ON=C1c1cccs1 (centres undefined) | -7
CC(=O)NC(C)(C)c1noc(C2CC(c3ccc(Cl)s3)=NO2)n1 (centres undefined) | -7
CCOc1cc(/C=C2/SC(=S)N(CC(=O)O)C2=O)ccc1Oc1ccc([N+](=O)[O-])cc1[N+](=O)[O-] | 3
CCCCN(C)c1ncc(Cl)c(C(=O)N2c3ccccc3CC2C)n1 (centres undefined) | -1
C=CCOCC(O)CN1CCOC(COc2ccc3c(c2)OCO3)C1 (centres undefined) | -3
CCc1ccc(OCC(=O)ON=C(N)c2cccc(C)c2)c(Br)c1 | -4
CC(c1ccc(S(N)(=O)=O)cc1)N(C)Cc1ccccc1Cl (centres undefined) | -20
COCCn1c(=NC(=O)C2=COCCO2)sc2cc(S(N)(=O)=O)ccc21 | -2
O=C(CSc1nc2c(cnn2CCO)c(=O)[nH]1)Nc1cccc(C(F)(F)F)c1 | -29
CC(=O)Nc1ccccc1NC(=O)CN(C)CCC1CCCCO1 (centres undefined) | -23
CC(=O)Nc1ccc(OCC(=O)N2CCN(S(C)(=O)=O)CC2)cc1 | -3
Cn1cnnc1C1CCN(CN2C(=O)NC3(CCCCc4ccccc43)C2=O)CC1 (centres undefined) | -5
NC(=O)C1Cc2cc(S(N)(=O)=O)ccc2O1 (centres undefined) | -3
CN(C(=O)c1ccc(S(=O)(=O)NC(C)(C)C)o1)c1ccccc1 | -8&-5
O=C(c1cc(COc2c(F)cccc2F)on1)N1CCOCC1CO (centres undefined) | -20
COc1cc(C)c(S(=O)(=O)Cc2ccc(NS(C)(=O)=O)cc2)cc1OC | -3
Cc1ccccc1NC(=O)C1CC=CCC1C(=O)N1CCN(c2ccccn2)CC1 (centres undefined) | 7

# Structures above with a thiophene ring, fused or not, in the order listed:
SMILES | mcGAS MS inh
Cc1sc(N=Cc2ccccc2O)c(C#N)c1C | 3
CCN1CCN(C(c2cccs2)c2c(O)cc(C)n(CC)c2=O)CC1 (centres undefined) | -2
c1ccc(-c2csc3ncn4nnnc4c23)cc1 | -13
O=C(Cc1c[nH]c2ccccc12)N(CCO)Cc1cccs1 | -34
COc1ccc(C(C)=O)cc1CN1C(=O)C(C)ON=C1c1cccs1 (centres undefined) | -7
CC(=O)NC(C)(C)c1noc(C2CC(c3ccc(Cl)s3)=NO2)n1 (centres undefined) | -7

# An excerpt from above in order of the mcGAS MS inh value, high to low.
SMILES | mcGAS MS inh
Cc1ccc(-c2cn(S(=O)(=O)c3ccc(F)cc3)nc2N)cc1 | 2
NC(=O)C1Cc2cc(S(N)(=O)=O)ccc2O1 (centres undefined) | -3
CCc1ccc(OCC(=O)ON=C(N)c2cccc(C)c2)c(Br)c1 | -4
CC(=O)NC(C)(C)c1noc(C2CC(c3ccc(Cl)s3)=NO2)n1 (centres undefined) | -7

# New compounds follow
SMILES | mcGAS MS inh
O=C(O/N=C1\CCCc2nonc21)C(F)(F)F | -6
Cc1csc(NC(=O)c2ccc(NC(=O)c3ccco3)cc2)n1 | -4
CSCCNCc1c(C(=O)N2CCOCC2)nc2c(C)cccn12 | 0
CCC1CN(C(=O)OCc2ccccc2)C(CC)CN1 (centres undefined) | 8
Cc1ccc(C(C)(C)C)cc1SCc1ccn(C)c(=O)c1 | -1
CC(=O)Nc1ccsc1C(=O)N1CCCC2(CC1)CN(C)C(=O)O2 (centres undefined) | -35
CCCCCCc1ccc(C(=O)N2CCC(c3ccccc3)CC2)cc1 | -6
Fc1ccc2nc(C3CCCN3Cc3cc(-c4ccccn4)no3)[nH]c2c1 (centres undefined) | -8
CCOC(=O)C1CCCCN1Cc1ccc(O)c([N+](=O)[O-])c1 (centres undefined) | -9
Cc1nn(C)cc1C(C)Nc1nc2nonc2nc1N1CCCCC1 (centres undefined) | -9
CCN(CC)c1nc2n(c(=O)n1)CCO2 | -1
O=C(O)CC1SC(=NN=Cc2ccccc2)NC1=O (centres undefined) | 12
CC(c1ccon1)N(C)Cc1c(C(=O)N(C)CCc2ccccc2)nc2sccn12 (centres undefined) | 3
COc1ncccc1C(=O)Nc1c(C)nn(C(C)C)c1C | -6
c1ccc(N=c2scc(-c3cccs3)n2N=C2CCCC2)cc1 | -6&-6
CCOCCn1c(SCC)nc2c1c(=O)[nH]c(=O)n2C | 0
Cc1cc(C)c(/C=C(\C#N)c2nn(CCO)c(N)c2C#N)cc1C | 6
O=C(Oc1ccc(N(C(=O)c2ccncc2)S(=O)(=O)c2ccc(Cl)cc2)cc1)c1ccncc1 | -2
COc1ccc(C(CNC2CC3CC=CC32)N(C)C)cc1OC (centres undefined) | -5
COC(=O)N1CCN(CCNC(=O)c2cn(C)nn2)CC1 | -7
Cn1nc([N+](=O)[O-])nc1Oc1ccccc1F | 7
C=CCN=CC1=C(O)CCCC1=O | 46
CC1CC(C)CN(c2nc3c(c(=O)[nH]c(=O)n3C)n2CCSc2ncccn2)C1 (centres undefined) | -1
CCc1cc(-c2ccccc2CO)ccc1NC(C)=O | -17
CCc1cn[nH]c1C1CCCN(C(=O)c2cc(C)n3nc(C)cc3n2)C1 (centres undefined) | 4
COc1ncccc1-c1cc2nc(NCCCN(C)C)n(C)c(=O)c2s1 | 18
CCCCN1CCCC1CNC(=O)c1cc(C#N)c2ccccc2c1OC (centres undefined) | 14
CC(C)C(OCC1CCCO1)C(=O)NC(C)C1CC2CCC1C2 (centres undefined) | -59
CCCCCCn1c2ccc(Br)cc2c2nc3ccccc3nc21 | -10
Cc1ccsc1CNC(=O)c1sc(S(N)(=O)=O)cc1C | -38
COc1ccc(C(O)c2ncc(-c3ccc4ccccc4c3)[nH]2)cc1F (centres undefined) | -6
Cc1ccc(-n2ncc3c(=O)n(NC(=O)COc4ccccc4C)cnc32)cc1 | 0
Cc1nc(-n2nc(-c3cccs3)cc2NC(=O)CCC2CCCC2)[nH]c(=O)c1C | -4
C=CCOc1ccc(C2N3CC4([N+](=O)[O-])CN2CC([N+](=O)[O-])(C3)C4(C)C)cc1 (centres undefined) | -14
CN(Cc1ccccc1)C(=O)CSc1ccc(S(=O)(=O)N2CCOCC2)cn1 | -4
Cc1nc(C(F)(F)F)nc(-c2cccc3[nH]ccc23)c1C | -8
CC1CCN(C(=O)c2ccc(OCC3CCCO3)c(Br)c2)CC1 (centres undefined) | -2
Fc1ccc(-n2cccn2)c(CNCc2cccnc2N2CCOCC2)c1 | -1
O=C(NCc1ccco1)C(C1CCCC1)N1CCN(C(=O)c2cccc(Br)c2)CC1 (centres undefined) | -6
Cc1cccc(OCCSc2ccc(S(=O)(=O)N3CCOCC3)cn2)c1 | -2
CCOC(=O)c1ccc(CSc2ncccc2C(=O)N(C)C)o1 | -8
Cc1cc(-c2c(-c3ccccc3)ncn2CCN2CCCOC2=O)n[nH]1 | -18
c1ccc2c(c1)nnn2-c1cnccn1 | -11
COC(=O)c1c(C)[nH]c(C(=O)O)c1C | 3
CC(C)C(NS(=O)(=O)c1ccccc1)C(=O)N1CCN(c2ccccc2Cl)CC1 (centres undefined) | -10
NC(=O)c1cn(Cc2ccccc2Cl)c(C2CC2)n1 | -3&5
O=C(CN(CCO)CC1CC1)N1CCN(Cc2cccs2)CC1 | -36
COCCN1C(=O)c2n[nH]c(-c3ccco3)c2C1c1ccc(O)cc1 (centres undefined) | -3
Cc1oc(-c2ccc(C(F)(F)F)cc2)nc1CN(CCO)Cc1ccccc1 | -11
O=C(Cn1c(CO)cnc1SCc1ccccc1Cl)NC1CCCC1 | -7
Cc1nc2scc(C)n2c(=O)c1S(=O)(=O)N1CCN(C(=O)c2ccco2)CC1 | -10
CC1(CCc2c[nH]c3ccccc23)NCCc2[nH]cnc21 (centres undefined) | -10
COc1ccc(NC(=O)CSc2nc3[nH]ncc3c(=O)[nH]2)cc1OC | -8
CC(C)NC(=O)C(C)N1CCN(c2nc3cccnc3s2)CC1 (centres undefined) | -7
Cc1ccc2nc(-c3ccc(NS(C)(=O)=O)cc3)sc2c1 | 0
Cc1[nH]nc2nc(C(F)(F)F)cc(C(F)(F)F)c12 | 4
COc1cc(C=Nn2c(-c3ccc(Cl)cc3)n[nH]c2=S)cc(OC)c1OC | 2
CC(NC(=O)c1ccco1)c1nc2ccccc2n1CCCCOc1ccccc1 (centres undefined) | -13
COC(=O)c1ccc2c(c1)C(=O)/C(=C/c1ccc(N(C)C)cc1)O2 | -3
Cc1nn(-c2ccccc2)c2sc(-c3n[nH]c(=S)o3)cc12 | 28

# (more compounds)
SMILES | mcGAS MS inh
CC(=O)Nc1ccc(C(=O)N(Cc2ccccc2)C(C(=O)Nc2ccc(C)cc2)c2ccccn2)cc1 (centres undefined) | -3
CC(C(=O)Nc1cccc(S(=O)(=O)N(C)C)c1)N(C)Cc1ccco1 (centres undefined) | -7
CC(C)CN1CCC(CNC(=O)c2ccc(N3CCCOCC3)nc2)C1 (centres undefined) | -6
O=C(CCCc1cccs1)N1CCCC(CNS(=O)(=O)c2cccs2)C1 (centres undefined) | -8
COc1cccc(C(NC(C)=O)c2nc(-c3cccc(C(=O)O)c3)cs2)c1 (centres undefined) | 6
CNC(=O)NC(=O)CCN(C)C1CCCCC1 | -5
Nc1nc(=S)n2c(n1)oc1ccccc12 | 0
COc1ccc(/C=C/C(=O)NC(C)c2cnn(-c3ccccc3C)c2C)cc1OC (centres undefined) | -1
OC1(c2ccccc2)CC(=NC2=NN(c3ccccc3)CC2)C=C1c1ccccc1 (centres undefined) | -7
Cc1cc(NC(=O)C(C)Sc2ccc3ccccc3c2)on1 (centres undefined) | -4
CC(C)(C)c1cc(=O)n(-c2ccc([N+](=O)[O-])cc2)[nH]1 | 0
COC(=O)c1ccc(CSc2nc3c(c(=O)n2-c2ccccc2)SCC3)o1 | -5
COc1ccc(C(=S)N2CCCCC2)cc1 | -3
CC(C(=O)Nc1cccc(Cl)c1)N1CCN(Cc2ncc[nH]2)CC1 (centres undefined) | 2
